Source: PubChem BioAssay
Dynein transport: inhibitors of GR-EGFP nuclear translocation, primary screen, dynein cargo transport inhibitor project, imaging, high-content, 3617.4 mouse cells; test concentration mostly 20 µM; stimulated with dexamethasone, 1 µM; active compounds read low; z-score, hits read low; 0.47% of 220,000 active; AID 1381, 2008;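 active = plate z-score of nuclear minus cytoplasmic receptor signal below a set negative limit, without overly bright fluorescence or cell loss, cut at about -3.5 in these data, passing the limit was not always enough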;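 also: z-score of nuclear minus cytoplasmic ring GR-EGFP intensity difference per well; some compounds called inactive have numbers as strong as hits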
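medium = tetracycline-free induction medium containing charcoal-stripped FBS | probe or stimulus = dexamethasone, 1.0 µM final | timing = 48 h induction, then 1 h compound, then 30 min agonist, 37 °C | detection = automated 10x imaging of fixed Hoechst-stained cells | read-out basis = nuclear versus cytoplasmic GR-EGFP signal, averaged per well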
TNAP activation fold: human TNAP enzyme activators, primary screen, biochemical, luminescent, no phosphate acceptor, uHTS (AID 1001). Alkaline phosphatase, tissue-nonspecific isozyme (Homo sapiens). purified TNAP, luminescent activation assay, no phosphate acceptor; higher activation fold means a stronger effect. activation fold at 20 µM; hits with a dose series show EC50 in µM. 0.03% of 200,000 active; in the data active = activation fold from about 3, or a potency from the dose series; inactive = the rest, 99 in 100 with activation fold below about 1.6; also: many of its hits are not listed in these tables
Lipid droplet: inhibitors of hepatocyte lipid droplet formation, primary screen, imaging, high-throughput imaging, BODIPY stain; AML12 mouse hepatocytes, oleate lipid droplets; inhibition, % at 6.5 µM; 0.4% of 240,000 active; AID 1656, 2009;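 active = lipid droplet intensity inhibited by at least 50%, with more than 500 cells counted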
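Test system: AML12 mouse liver cells; schedule: overnight exposure; technique: high-content imaging of BODIPY-stained droplets and DAPI nuclei; read-out: % inhibition of corrected integrated BODIPY droplet signal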
b-catenin transl: modulators of beta-catenin nuclear translocation, primary screen, imaging, HeLa cells, immunofluorescence, high-content. nuclear translocation activity, % at 5 µM. 0.3% of 190,000 active. AID 1665, 2009;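 active = nuclear translocation activity above 50% at 5 µM, with a well cell count of 50 or more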;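 also: per-cell ratio of nuclear to cytoplasmic median beta-catenin stain intensity; plate controls were DMSO negative control for no effect and GSK-3 inhibitor IX positive control for full effect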
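assay system = human HeLa cells, endogenous beta-catenin | times = compound treatment 24 h, 37°C, 5% CO2 | detection = Anti-beta-catenin immunofluorescence on PFA-fixed, Triton-permeabilized cells, DAPI nuclei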
Myeloid diff 2: induction of myeloid progenitor differentiation, primary screen, cell-based, flow cytometry, MLPCN library; ER-HoxA9 myeloid progenitors, lysozyme-GFP differentiation; calls only at 10 µM; 1% of 360,000 active;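 active = normalized GFP-positive differentiation at or above the plate's own cutoff, the solvent-only control mean plus 3 SD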;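 also: cells exposed to compound for four days before flow analysis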
T cell modulator: modulators of CD8 T cell-vesicle binding, primary screen, mouse 2C CD8+ T cells, flow cytometry; 2C CD8+ T cell-vesicle binding; active compounds read low; calls only at 7 µM; 0.068% of 330,000 active;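 active = response, share of CD8 T cells binding vesicles, and their 90th percentile fluorescence all below set limits, cut at about 80% in these data, passing the limit was not always enough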
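material = purified 2C TCR transgenic mouse naive CD8+ T cells | controls = Unloaded micro-vesicles (low), QL9 vesicles with 0.7% DMSO (high) | detection = cytometric PE anti-B7-1 and Alexa647 anti-CD8 signals after 1% paraformaldehyde fixation | incubation = binding step 1.5 h, 37 °C, antibody labelling 20 min, ice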
PMI inhibitors: inhibitors of human PMI, primary screen, biochemical, fluorescence intensity, coupled assay (AID 1209); purified PMI enzyme, coupled fluorescence intensity; higher % means a stronger effect; Mannose-6-phosphate isomerase (Homo sapiens); 0.42% of 190,000 active; inhibition, % at 20 µM, or IC50 in µM where a hit was titrated; in the data active = inhibition above about 50%;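 also: plate controls were DMSO vehicle for no effect and wells lacking substrate for full effect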
Ins promoter up: insulin promoter activators in MIN6 cells, imaging, high-content screening, mouse beta cells; MIN6 insulin promoter-GFP reporter; active compounds read high; z-score at 5 µM; 0.3% of 190,000 active; AID 1625, 2009;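 active = z-score above 3 at 5 µM with at least 500 cells counted in the well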
MT stabilizer: microtubule stabilizers in HeLa cells, primary screen, imaging, high-content imaging; HeLa tubulin immunostaining HCS, 24 h; share of cells brighter than vehicle mean+2SD; % tubulin-high responders, % at 10 µM; 0.83% of 200,000 active;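 active = plate Z-score above 3 for both tubulin-high and condensed-nucleus cell shares, with cell loss under 80%, at 10 µM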;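 also: anti alpha tubulin signal scored within the nucleus-defined area of each cell; some results filed as inactive read as strong as hits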
Dynein transport cytoplasmic EGFP: also measured in Dynein transport; calls as there; z-score; measured here: cytoplasmic GR-EGFP intensity; active compounds read high
Dynein transport nuclear GR-EGFP: further read-out of Dynein transport, marked with its call; z-score; measured here: nuclear GR-EGFP intensity;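 lower value marks the stronger effect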
Dynein transport cell count: recorded beside Dynein transport, whose call it bears; z-score; measured here: cell count per field
Ins promoter up cell count: also measured in Ins promoter up; calls as there; cell count; measured here: cytotoxicity, nuclei count;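 total cells summed across four imaged fields per well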
Lipid droplet cells 6.5 µM: also measured in Lipid droplet; calls as there; cell count; measured here: cell count, cytotoxicity flag;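 cells counted across two imaged fields per well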
b-catenin transl cell count 5 µM: second read-out of b-catenin transl, no call of its own (marks repeat the call); cell count; measured here: cell count, cytotoxicity flag
T cell modulator vesicle-bound %: further read-out of T cell modulator, marked with its call; double positive events, %; measured here: CD8+ vesicle-bound cell fraction;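 binding gate set so that unloaded-vesicle control wells show 10% double positive cells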
MT stabilizer Hoechst-high %: also measured in MT stabilizer; calls as there; % Hoechst-high responders; measured here: nuclear condensation Hoechst responders;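 share of cells brighter than vehicle mean plus two SD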
MT stabilizer cytotoxicity %: also measured in MT stabilizer; calls as there; toxicity, %; measured here: cytotoxicity by cell density;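 0% = mean cell density of plate MIN control wells and 100% = no cells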
Myeloid diff 2 GFP+ MAC1+ %: recorded beside Myeloid diff 2, whose call it bears; GFP+ MAC1+ double positive, %; measured here: differentiation confirmed by MAC1 staining
Numbers without * were called inactive; i = inactive; . = not tested or not shown.

No.	Compound	Dynein transport	Dynein transport cytoplasmic EGFP	Dynein transport nuclear GR-EGFP	Dynein transport cell count	TNAP activation fold	Lipid droplet	Lipid droplet cells 6.5 µM	b-catenin transl	b-catenin transl cell count 5 µM	Myeloid diff 2	Myeloid diff 2 GFP+ MAC1+ %	T cell modulator	T cell modulator vesicle-bound %	PMI inhibitors	Ins promoter up	Ins promoter up cell count	MT stabilizer	MT stabilizer Hoechst-high %	MT stabilizer cytotoxicity %
1	C=CCn1c(O)c(N=NC(=O)c2ccccc2NS(=O)(=O)c2cccs2)c2ccccc21	-0.28	0.15	-0.31	0.27	1	-4	752	0.7	1103	i	0.3	i	38	-14%	-0.68	1369	2.1	3.0	7.5
2	C=C(C)COc1ccc(-c2nc(N)nc(C)c2Oc2ccccc2OC)c(O)c1	-0.74	-0.18	0.034	-0.66	1.1	.	.	-3.8	960	i	0.4	i	51	15%	0.47	1385	4.6	2.6	3.9
3	CN(C)/C=C1/Nc2ccccc2C1=O	-0.65	-0.087	-0.071	0.08	0.9	-27	726	1.4	1052	i	0.0	i	34	18%	4.7*	636*	5.6	3.9	7.1
4	CCCCCNC(=O)N[C@H](C(=O)O)C(C)C	1.9	-0.083	1.7	-1.2	1.1	-7	768	6.7	458	i	0.6	i	5	-6%	0.33	1087	4.7	1.9	14
5	COc1ccc(N=Nc2cnc(C)nc2-c2ccccc2)cc1	0.11	-0.21	-0.1	-0.41	0.9	1	615	-3.8	1096	i	0.4	i	25	4%	0.26	1899	4.9	1.9	6.1
6	N#Cc1nc(COc2ccc(Cl)cc2Cl)oc1N1CCN(c2ccccc2)CC1	-0.94	-0.33	-1.1	0.77	1.1	-12	776	3.3	1039	i	6.9	i	9	12%	0.23	779	4.1	2.7	9.4
7	O=C(CCCn1c(SCc2cc(=O)n3cc(Cl)ccc3n2)nc2ccccc2c1=O)NCC1CCCO1 (stereo not drawn)	0.87	-0.15	1.4	-1.4	.	-6	654	0.9	1299	i	0.2	i	51	.	-0.45	830	.	.	.
8	COc1cc(-c2ccc(=O)[nH]n2)ccc1OC(F)F	.	.	.	.	1	19	756	1.4	895	i	4.5	i	10	4%	-0.45	1523	.	.	.
9	COc1cc(Cl)c(C)cc1NC(C)C(=O)Nc1cc(C(F)(F)F)ccc1N1CCOCC1 (stereo not drawn)	-0.82	-0.32	-0.76	0.81	1.1	-3	635	-0.8	931	i	0.4	i	36	26%	.	.	1.7	2.7	11
10	O=C(Nc1nnc(/N=C/c2ccco2)s1)c1ccc(F)cc1	-0.39	-0.22	-0.2	1.1	1.1	.	.	.	.	i	1.9	i	59	-1%	.	.	1.2	1.0	8.3
11	Cc1ccccc1-n1c(C)cc(/C=C2\NC(=O)NC2=O)c1C	-1.2	-0.21	-0.81	-0.061	1	-6	699	-1.3	1097	i	0.8	i	36	13%	.	.	4.2	1.9	1.7
12	Cc1occc1C(=O)Nc1c(F)c(F)c(F)c(F)c1F	-0.21	-0.29	-0.21	0.33	1.1	-12	762	-16	1132	i	0.7	i	5	-3%	.	.	1.3	1.5	4.6

Three compounds from above, ordered by number of heavy atoms, descending.
No.	Compound	Dynein transport	Dynein transport cytoplasmic EGFP	Dynein transport nuclear GR-EGFP	Dynein transport cell count	TNAP activation fold	Lipid droplet	Lipid droplet cells 6.5 µM	b-catenin transl	b-catenin transl cell count 5 µM	Myeloid diff 2	Myeloid diff 2 GFP+ MAC1+ %	T cell modulator	T cell modulator vesicle-bound %	PMI inhibitors	Ins promoter up	Ins promoter up cell count	MT stabilizer	MT stabilizer Hoechst-high %	MT stabilizer cytotoxicity %
7	O=C(CCCn1c(SCc2cc(=O)n3cc(Cl)ccc3n2)nc2ccccc2c1=O)NCC1CCCO1 (stereo not drawn)	0.87	-0.15	1.4	-1.4	.	-6	654	0.9	1299	i	0.2	i	51	.	-0.45	830	.	.	.
2	C=C(C)COc1ccc(-c2nc(N)nc(C)c2Oc2ccccc2OC)c(O)c1	-0.74	-0.18	0.034	-0.66	1.1	.	.	-3.8	960	i	0.4	i	51	15%	0.47	1385	4.6	2.6	3.9
8	COc1cc(-c2ccc(=O)[nH]n2)ccc1OC(F)F	.	.	.	.	1	19	756	1.4	895	i	4.5	i	10	4%	-0.45	1523	.	.	.

Continued:
No.	Compound	Dynein transport	Dynein transport cytoplasmic EGFP	Dynein transport nuclear GR-EGFP	Dynein transport cell count	TNAP activation fold	Lipid droplet	Lipid droplet cells 6.5 µM	b-catenin transl	b-catenin transl cell count 5 µM	Myeloid diff 2	Myeloid diff 2 GFP+ MAC1+ %	T cell modulator	T cell modulator vesicle-bound %	PMI inhibitors	Ins promoter up	Ins promoter up cell count	MT stabilizer	MT stabilizer Hoechst-high %	MT stabilizer cytotoxicity %
13	CN(C)C(=O)COC(=O)c1cccnc1Nc1ccccc1F	1.1	-0.16	0.53	-1.2	1.1	14	621	-0.2	1105	i	0.3	i	24	18%	0.79	1510	2.2	1.6	4.3
14	O=C1CN(C(=O)C2CCCC2)CCN1	1.2	-0.25	1.1	-0.61	1	-9	653	.	.	i	0.3	i	54	0%	0.57	1380	2.0	2.1	5.5
15	Cc1ccc2nc3c(cc(C(=O)NCC4CCCO4)n3C)c(=O)n2c1 (stereo not drawn)	-0.012	1	0.46	-0.012	1.1	25	731	-9.5	1141	.	.	.	.	3%	.	.	1.9	4.6	13
16	O=c1c2ccccc2c(C=NCc2ccccn2)c(O)n1-c1ccccc1	16	16	23	-6.7	1.1	0	621	-0.9	1045	i	0.1	i	52	2%	-0.01	1494	1.5	2.7	9.5
17	CCN(CC)S(=O)(=O)c1ccc(Cl)c(NC(=O)c2ccncc2)c1	0.47	-0.14	0.59	-1.3	1.1	17	728	1.8	1438	i	0.3	i	48	5%	0.53	1420	2.9	2.9	7.7
18	COc1ccc(-c2cc(CNC(=O)CN3CCN(C)CC3)on2)cc1	1.5	-0.21	0.94	-0.35	1	-39	671	-1.5	1047	i	0.5	i	58	14%	-0.07	1730	3.2	1.6	11
19	Cc1cccc(N=N/C(=C\O)C(=O)c2cccs2)c1	-0.67	-0.099	-0.011	0.4	0.9	8	681	2.1	993	i	0.1	i	56	15%	0.24	1209	1.8	2.3	5.4
20	COc1ccc(OC)c(NC(=O)COC(=O)/C=C/c2ccc(Cl)cc2)c1	-0.077	-0.32	1	-0.12	0.9	-45	749	-2.0	1023	i	0.6	i	10	-1%	0.04	2182	1.5	2.7	5.8
21	Cc1occc1-c1nnc(SCC(=O)Nc2ccccc2N2CCCCC2)n1C	-0.24	-0.12	-0.16	0.11	1	.	.	-6.1	1020	i	1.2	i	16	8%	-1	952	2.6	1.9	7.0
22	COc1ccccc1Nc1nc(Cl)nc(Nc2ccccc2OC)n1	-0.59	-0.11	-0.68	0.62	1	12	747	.	.	i	0.1	i	44	-2%	-0.4	1207	4.7	3.0	9.5
23	Clc1ccc(-c2nnc(Sc3nc4ccccc4o3)c3ccccc23)cc1	-4.1*	0.25*	-1.2*	1.4*	1.1	11	719	-2.8	1201	i	2.4	i	5	-12%	.	.	11	20	27
24	Cc1ccc(S(=O)(=O)CCC(=O)OCC(=O)c2c(C)[nH]c3ccccc23)cc1	0.93	-0.22	0.82	0.25	1	9	687	-0.8	980	i	1.7	i	6	7%	-0.47	1385	2.3	3.3	10
25	C/C(=N\N)c1c(-c2ccccc2)c2cc(Br)ccc2[nH]c1=O	-0.57	-0.31	-0.24	0.93	0.9	-14	662	-1.4	1036	i	0.6	i	46	-4%	.	.	3.8	2.1	1.4
26	CS(=O)(=O)Nc1cccc(C(=O)CC2(O)C(=O)Nc3ccc(Br)cc32)c1 (stereo not drawn)	1.1	-0.25	0.96	-0.41	1	.	.	-2.9	934	i	0.6	i	56	-4%	0.49	1486	3.9	1.2	11
27	Cn1c(=O)[nH]c(=O)c2c1nc(N1CCOCC1)n2CCSc1nc2ccccc2[nH]1	-0.67	-0.23	-1.1	0.92	1.1	.	.	-3.6	1370	i	2.4	i	55	-2%	-0.23	1609	3.5	2.1	7.5
28	O=C(CN1CCOCC1)Nc1ccc(S(=O)(=O)NC2CCCCC2)cc1	-1.9	-0.32	-1.3	0.26	1.1	.	.	-6.5	978	i	8.2	.	.	7%	.	.	4.3	3.2	5.5
29	COc1cc(NC(=S)Nc2cccnc2)cc(OC)c1	-0.43	-0.23	-0.31	-0.021	0.9	0	672	-0.6	1039	i	0.7	i	72	55%*	1.8	1379	1.7	2.2	6.0
30	CCOC(=O)c1oc2nc(CC(C)C)c3c(c2c1N)CCC3	-1.2	-0.17	-1.4	-0.11	1.1	.	.	.	.	i	0.4	i	9	4%	.	.	1.5	1.7	5.4
31	Cc1ccc(N2CCN(C(=O)c3ccccc3Br)CC2)c(C)c1	-0.039	-0.22	-0.4	-0.041	1.1	0	670	-0.5	1010	i	1.2	i	46	14%	0.2	1601	2.6	1.9	9.3
32	Cn1sc(NC(=O)c2ccccc2Cl)nc1=O	0.74	-0.19	0.19	-0.7	1.1	.	.	-0.9	1392	i	0.9	i	60	27%	0.02	1415	1.5	1.3	7.2
33	COc1ccc(CN(Cc2cccn2C)C(=O)c2cc3cc(OC)ccc3[nH]2)cc1	-0.89	-0.002	-0.051	-0.22	.	18	761	0.4	1268	i	0.6	i	54	.	.	.	.	.	.
